Screening results deposited in PubChem by National Center for Advancing Translational Sciences (NCATS).
TDP1 block: blocks human tyrosyl-DNA phosphodiesterase 1. Q9NUW8. recombinant TDP1, AlphaScreen DNA substrate cleavage. Potency, µM (top dose mostly 130 µM), without a hit: top-dose activity change, negative = inhibition, actives largely listed as inhibitors. hit rate 0.28% among 350,000. AID 485290; also: nearly all actives have a fitted effect of over 40% in size
Target sequence (Q9NUW8 whole entry, looked up): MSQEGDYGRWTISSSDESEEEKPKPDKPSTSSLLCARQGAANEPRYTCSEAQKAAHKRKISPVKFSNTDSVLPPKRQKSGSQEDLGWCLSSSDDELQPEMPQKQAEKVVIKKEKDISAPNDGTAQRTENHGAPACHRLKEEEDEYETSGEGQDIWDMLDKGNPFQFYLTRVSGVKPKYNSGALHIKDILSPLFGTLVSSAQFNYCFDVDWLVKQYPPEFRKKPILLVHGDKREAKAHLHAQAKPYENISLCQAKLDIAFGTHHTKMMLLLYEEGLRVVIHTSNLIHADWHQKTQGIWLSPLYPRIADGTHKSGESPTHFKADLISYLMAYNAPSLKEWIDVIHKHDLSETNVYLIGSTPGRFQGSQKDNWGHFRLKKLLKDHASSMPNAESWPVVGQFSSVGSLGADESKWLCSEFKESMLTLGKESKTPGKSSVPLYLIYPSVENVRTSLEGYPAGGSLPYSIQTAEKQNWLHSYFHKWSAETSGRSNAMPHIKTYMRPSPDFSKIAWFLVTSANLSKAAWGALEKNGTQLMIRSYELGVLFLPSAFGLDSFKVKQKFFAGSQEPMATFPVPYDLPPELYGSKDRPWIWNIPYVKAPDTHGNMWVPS
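Recombinant E. coli-expressed Tdp1 (1 nM) preincubated with compound 15 min at RT, then 5'-biotin/3'-phosphotyrosine-FITC DNA substrate (15 nM) added for 5 min. AlphaScreen beads (10 ug/ml) added, 10 min RT; tyrosine-FITC cleavage read as signal loss.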
TDP1 cell CPT: growth inhibition of DT40 Tdp1-/-;hTDP1 cells with camptothecin (screen for TDP1 inhibitors); hit rate 12% among 420,000; Potency, µM (titrated, usually from 46.2 µM), inactives show at the highest dose activity change, negative = growth inhibition, hits mostly inhibitors; AID 686979; chicken DT40 Tdp1-/-;hTDP1 cells + 20 nM CPT, ATP luminescence, 48 h; also: nearly all actives have a fitted effect of over 55% in size
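Chicken DT40 Tdp1-/- cells stably complemented with human TDP1 were seeded at 400 cells/well in medium containing 20 nM camptothecin, exposed to pin-transferred compounds, and grown at 37 °C for at least 48 hr. Viability was read as ATP luminescence.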
TDP1 cell noCPT: qHTS for Inhibitors of human tyrosyl-DNA phosphodiesterase 1 (TDP1): qHTS in cells in absence of CPT; AID 686978, 2013; DT40 Tdp1-/- hTDP1 cells, no CPT, ATP luminescence, 48 h; Potency, µM (titrated, usually from 46.2 µM), for inactives: top-dose activity change, negative = growth inhibition, hits mostly inhibitors; hit rate 15% among 420,000; also: nearly all actives have a fitted effect of over 55% in size
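No-CPT arm: Tdp1-/-;hTDP1 DT40 cells (400/well) plus compounds, incubated ≥48 hr at 37 °C. Readout CellTiter-Glo luminescence.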
Numbers without * were called inactive; ? = inconclusive; nt = no result given. Calls follow the shape of the dose curve; as a rule, active = well fitted curve in the direction sought with a large enough effect; inconclusive = small, poorly fitted or top-dose-only effect, or another doubt; inactive = no such curve, though single readings can be large; an effect the other way counts as inactive or inconclusive. % is scaled to controls: 0 for no effect and ±100 for the full control effect; potency is read from the fitted curve at half-maximal effect.

COc1ccc(C(=O)O/N=C(\N)c2ccc(Cl)cc2)cc1
  TDP1 block = nt	TDP1 cell CPT = -3.3%	TDP1 cell noCPT = 22.7%

C/C(=N\Nc1nc2ccccc2s1)c1cccs1
  TDP1 block = -1.9%	TDP1 cell CPT = ?	TDP1 cell noCPT = ?

COc1ccc2c(CNCc3cccs3)c(C(=O)O)n(Cc3cccc(F)c3)c2c1
  TDP1 block = 5.6%	TDP1 cell CPT = -7.6%	TDP1 cell noCPT = ?

COc1cc(F)ccc1S(=O)(=O)N1CCN(C23CC4CC(CC(C4)C2)C3)CC1
  TDP1 block = 3.6%	TDP1 cell CPT = 0.6%	TDP1 cell noCPT = -15.0%

Cc1ccc(-c2nnc3c(C(F)(F)F)nc4ccccc4n23)cc1
  TDP1 block = 5.6%	TDP1 cell CPT = 20.6µM*	TDP1 cell noCPT = 20.6µM*

O=C(NCc1nnc(SCC(=O)N2CCCC2)o1)c1c(F)cccc1F
  TDP1 block = 1.9%	TDP1 cell CPT = 9.9%	TDP1 cell noCPT = 9.8%

COc1ccccc1NC(=O)N1CCN(C(=O)c2ccco2)CC1
  TDP1 block = 2.2%	TDP1 cell CPT = 1.1%	TDP1 cell noCPT = -12.1%

COc1ccc2cc(C(C)C(=O)Nc3cccc(S(=O)(=O)N(C)C)c3)ccc2c1 (stereo not drawn)
  TDP1 block = nt	TDP1 cell CPT = ?	TDP1 cell noCPT = 23.1µM*

CCc1nc2ccc(C(=O)N(CC)CCN(C)C)cn2c1N(C)Cc1ccc(OC)cc1
  TDP1 block = nt	TDP1 cell CPT = -16.9%	TDP1 cell noCPT = -18.4%

CN(CCCC(=O)Nc1ccccc1)S(=O)(=O)c1ccc(Cl)cc1
  TDP1 block = nt	TDP1 cell CPT = -24.4%	TDP1 cell noCPT = -10.1%

Cc1cccc(C(=O)N2CC(=O)Nc3ccc(F)cc3C2c2ccc(F)cc2)c1 (stereo not drawn)
  TDP1 block = nt	TDP1 cell CPT = -16.5%	TDP1 cell noCPT = ?

O=C(Nc1nc([C@@H]2O[C@H](CO)[C@@H](O)[C@H](O)[C@H]2O)cs1)NC(c1ccccc1)c1ccccc1
  TDP1 block = nt	TDP1 cell CPT = 0.8%	TDP1 cell noCPT = 1.4%

OCCCNc1nc(-c2ccc(Cl)cc2)nnc1-c1ccccc1
  TDP1 block = 2.8%	TDP1 cell CPT = -15.3%	TDP1 cell noCPT = -27.0%

O=C1c2ccc(Oc3ccc([N+](=O)[O-])cc3)cc2C(=O)N1CCCO
  TDP1 block = nt	TDP1 cell CPT = -24.5%	TDP1 cell noCPT = -29.2%

O=C(Nc1ccc2c(c1)OCO2)Nc1ccc(F)cc1F
  TDP1 block = 0.2%	TDP1 cell CPT = 3.66µM*	TDP1 cell noCPT = 2.31µM*

COc1ccc(-c2nnc(SCC(=O)N(C)C3CCCCC3)o2)cc1OC
  TDP1 block = 5.7%	TDP1 cell CPT = 16.4µM*	TDP1 cell noCPT = 11.6µM*

c1ccc2c(NC3C4CC5CC(C4)CC3C5)nc(N3CCOCC3)nc2c1 (stereo not drawn)
  TDP1 block = 1.2%	TDP1 cell CPT = 10.3µM*	TDP1 cell noCPT = 20.6µM*

CC(=O)c1ccc(NC(=O)CSc2nccn2CCc2ccccc2)cc1
  TDP1 block = 6.8%	TDP1 cell CPT = ?	TDP1 cell noCPT = ?

Cc1cccc(-n2cnc(C(=O)N3CCN(C)CC3)c2)n1
  TDP1 block = 8.1%	TDP1 cell CPT = 18.2%	TDP1 cell noCPT = -1.0%

COc1ccccc1/C=C/C(=O)OCC(=O)Nc1c(C)nn(-c2ccccc2)c1C
  TDP1 block = 1.4%	TDP1 cell CPT = ?	TDP1 cell noCPT = ?

CC(NS(=O)(=O)c1ccc(Br)cc1)C(=O)NCCc1ccccc1 (stereo not drawn)
  TDP1 block = 2.7%	TDP1 cell CPT = 9.7%	TDP1 cell noCPT = -4.6%

COc1ccc(N2C(=O)/C(=C3/C=CC=CN3C)SC2=S)cc1
  TDP1 block = -0.6%	TDP1 cell CPT = 3.2%	TDP1 cell noCPT = -11.9%

CCCc1nc2ccc(N)cc2c(=O)n1Cc1ccccc1Cl
  TDP1 block = nt	TDP1 cell CPT = 13.0%	TDP1 cell noCPT = 12.9%

c1ccc(CCNc2ncnc3c2nnn3Cc2ccccc2)cc1
  TDP1 block = 4.2%	TDP1 cell CPT = -25.8%	TDP1 cell noCPT = -0.8%

O=C1NC(=O)C(c2ccccc2)N1 (stereo not drawn)
  TDP1 block = nt	TDP1 cell CPT = 1.4%	TDP1 cell noCPT = -2.4%

CC1CCCC(C)N1C(=O)COC(=O)C1CCN(S(=O)(=O)c2c(Cl)cccc2Cl)CC1 (stereo not drawn)
  TDP1 block = nt	TDP1 cell CPT = -4.1%	TDP1 cell noCPT = -8.8%

CCOC(=O)N1CCN(C(=O)c2ccc(N3CC4CC(C3)c3cccc(=O)n3C4)c(NC(=O)c3ccc(F)cc3)c2)CC1 (stereo not drawn)
  TDP1 block = 2.0%	TDP1 cell CPT = -19.9%	TDP1 cell noCPT = 10.3%

Cc1ccc(S(=O)(=O)CCC(=O)Nc2sccc2C(N)=O)cc1
  TDP1 block = -5.7%	TDP1 cell CPT = -24.6%	TDP1 cell noCPT = ?

O=C(CSc1ccc(Cl)cc1)Nc1nnc(-c2ccco2)o1
  TDP1 block = nt	TDP1 cell CPT = ?	TDP1 cell noCPT = ?

CCN(CC)C(=O)CN1CCC(c2nc3cc(C)c(C)cc3[nH]2)CC1
  TDP1 block = nt	TDP1 cell CPT = 1.3%	TDP1 cell noCPT = 1.0%

Cc1ccccc1-n1nc(-c2ccc(N)cc2)cc1N
  TDP1 block = 5.2%	TDP1 cell CPT = -7.0%	TDP1 cell noCPT = -16.3%

COc1ccccc1CNC(=O)CCCNS(=O)(=O)c1cccc2nsnc12
  TDP1 block = 2.9%	TDP1 cell CPT = -6.6%	TDP1 cell noCPT = -2.9%

Cc1c(C)n(Cc2ccccc2)c2ccc(C(=O)NC(C)c3ccccc3)cc12 (stereo not drawn)
  TDP1 block = 7.9%	TDP1 cell CPT = 16.4µM*	TDP1 cell noCPT = 16.4µM*

Cc1ccc(-c2ccc(=O)n(CC(=O)NCCN3C(C)CCCC3C)n2)cc1 (stereo not drawn)
  TDP1 block = 4.1%	TDP1 cell CPT = -6.0%	TDP1 cell noCPT = -1.8%

COC(=O)[C@@]1(Cc2ccc(F)cc2)[C@H]2c3cc(C(=O)N4CCCC4)n(Cc4ccc(Cl)c(C(F)(F)F)c4)c3C[C@H]2CN1C(=O)c1ccccc1
  TDP1 block = 12.3%	TDP1 cell CPT = 20.6µM*	TDP1 cell noCPT = 20.6µM*

COc1ccc(CCNC(=O)c2oc3ccc(S(=O)(=O)N4CCOCC4)cc3c2C)cc1OC
  TDP1 block = 3.1%	TDP1 cell CPT = ?	TDP1 cell noCPT = ?

CCN1C(=O)c2ccccc2S(=O)(=O)c2ccc(C(=O)NCc3ccc(F)cc3)cc21
  TDP1 block = 4.6%	TDP1 cell CPT = ?	TDP1 cell noCPT = 23.1µM*

O=C(CSC1=NCCS1)N1CCCC1
  TDP1 block = 2.1%	TDP1 cell CPT = 4.5%	TDP1 cell noCPT = 13.9%

CCOC(=O)N1CCC(n2c(SCC(=O)c3ccccc3)nc3ccsc3c2=O)CC1
  TDP1 block = -2.9%	TDP1 cell CPT = 2.59µM*	TDP1 cell noCPT = 2.91µM*

Cc1ccc2nc(N3CCN(CCO)CC3)nc(-c3ccccc3)c2c1
  TDP1 block = nt	TDP1 cell CPT = ?	TDP1 cell noCPT = ?

Cc1ccc2c(c1)N(C(=O)CCC(=O)NCc1cccs1)CC(C)O2 (stereo not drawn)
  TDP1 block = -2.9%	TDP1 cell CPT = ?	TDP1 cell noCPT = ?

COC(=O)c1cc(C)nc2c1c(C)nn2-c1ccccc1
  TDP1 block = nt	TDP1 cell CPT = -1.0%	TDP1 cell noCPT = -1.2%

CC(=O)OC12CC3CC(C1)C(=NO)C(C3)C2
  TDP1 block = 1.1%	TDP1 cell CPT = -6.2%	TDP1 cell noCPT = ?

O=C(COC(=O)c1cc[n+]([O-])cc1)NCC12CC3CC(CC(C3)C1)C2
  TDP1 block = 3.8%	TDP1 cell CPT = -18.3%	TDP1 cell noCPT = -13.2%

C[N+]1(CC(=O)c2ccc(O)c(O)c2)CCOCC1
  TDP1 block = nt	TDP1 cell CPT = ?	TDP1 cell noCPT = -16.6%

CCOc1ccccc1OCCC(=O)NNC(=O)Cn1nc(C)cc1C
  TDP1 block = -10.1%	TDP1 cell CPT = 11.5%	TDP1 cell noCPT = -12.3%

c1ccc(Nc2nc(Nc3ccccc3)nc(-n3cccn3)n2)cc1
  TDP1 block = 0.9%	TDP1 cell CPT = 7.08µM*	TDP1 cell noCPT = 5.01µM*

COC(=O)c1ccc(NC(=O)CCc2nnc3ccc(NCc4ccco4)nn23)cc1
  TDP1 block = nt	TDP1 cell CPT = -24.6%	TDP1 cell noCPT = 12.7%

CCN(CC)c1ccc(NS(=O)(=O)c2cc3[nH]c(=O)c(=O)[nH]c3cc2C)c(C)c1
  TDP1 block = -8.7%	TDP1 cell CPT = ?	TDP1 cell noCPT = ?

CCN(CC(=O)Nc1c(F)cccc1F)C(=O)c1ccc2ccccc2n1
  TDP1 block = 4.9%	TDP1 cell CPT = -14.4%	TDP1 cell noCPT = ?

CC(=O)CSc1nnc2[nH]c(=O)cc(N)n12
  TDP1 block = -3.8%	TDP1 cell CPT = 2.3%	TDP1 cell noCPT = 0.0%

O=C(CCCOc1ccccc1)N1CCc2ccccc2C1
  TDP1 block = 0.0%	TDP1 cell CPT = ?	TDP1 cell noCPT = -20.6%

c1ccc(C[C@H]2CNCCN2CCC23CC4CC(CC(C4)C2)C3)cc1
  TDP1 block = -8.0%	TDP1 cell CPT = 10.3µM*	TDP1 cell noCPT = 10.3µM*

COc1cc(=O)n2c(c1C(=O)N(C)Cc1nonc1C)CCN(Cc1cc(C)c(C)cc1C)CC2
  TDP1 block = nt	TDP1 cell CPT = ?	TDP1 cell noCPT = ?

COC(=O)c1cncn1Cc1ccccc1
  TDP1 block = nt	TDP1 cell CPT = 3.5%	TDP1 cell noCPT = 6.3%

CCOC(=O)N1CCN(C(=O)c2ccc(N3CCCC3=O)cc2)CC1
  TDP1 block = 1.9%	TDP1 cell CPT = -1.9%	TDP1 cell noCPT = -0.8%

Gathered by group: the compounds so far with an aryl methoxy group
COc1ccc(C(=O)O/N=C(\N)c2ccc(Cl)cc2)cc1
  TDP1 block = nt	TDP1 cell CPT = -3.3%	TDP1 cell noCPT = 22.7%

COc1ccc2c(CNCc3cccs3)c(C(=O)O)n(Cc3cccc(F)c3)c2c1
  TDP1 block = 5.6%	TDP1 cell CPT = -7.6%	TDP1 cell noCPT = ?

COc1cc(F)ccc1S(=O)(=O)N1CCN(C23CC4CC(CC(C4)C2)C3)CC1
  TDP1 block = 3.6%	TDP1 cell CPT = 0.6%	TDP1 cell noCPT = -15.0%

COc1ccccc1NC(=O)N1CCN(C(=O)c2ccco2)CC1
  TDP1 block = 2.2%	TDP1 cell CPT = 1.1%	TDP1 cell noCPT = -12.1%

COc1ccc2cc(C(C)C(=O)Nc3cccc(S(=O)(=O)N(C)C)c3)ccc2c1 (stereo not drawn)
  TDP1 block = nt	TDP1 cell CPT = ?	TDP1 cell noCPT = 23.1µM*

CCc1nc2ccc(C(=O)N(CC)CCN(C)C)cn2c1N(C)Cc1ccc(OC)cc1
  TDP1 block = nt	TDP1 cell CPT = -16.9%	TDP1 cell noCPT = -18.4%

COc1ccc(-c2nnc(SCC(=O)N(C)C3CCCCC3)o2)cc1OC
  TDP1 block = 5.7%	TDP1 cell CPT = 16.4µM*	TDP1 cell noCPT = 11.6µM*

COc1ccccc1/C=C/C(=O)OCC(=O)Nc1c(C)nn(-c2ccccc2)c1C
  TDP1 block = 1.4%	TDP1 cell CPT = ?	TDP1 cell noCPT = ?

COc1ccc(N2C(=O)/C(=C3/C=CC=CN3C)SC2=S)cc1
  TDP1 block = -0.6%	TDP1 cell CPT = 3.2%	TDP1 cell noCPT = -11.9%

COc1ccccc1CNC(=O)CCCNS(=O)(=O)c1cccc2nsnc12
  TDP1 block = 2.9%	TDP1 cell CPT = -6.6%	TDP1 cell noCPT = -2.9%

COc1ccc(CCNC(=O)c2oc3ccc(S(=O)(=O)N4CCOCC4)cc3c2C)cc1OC
  TDP1 block = 3.1%	TDP1 cell CPT = ?	TDP1 cell noCPT = ?

COc1cc(=O)n2c(c1C(=O)N(C)Cc1nonc1C)CCN(Cc1cc(C)c(C)cc1C)CC2
  TDP1 block = nt	TDP1 cell CPT = ?	TDP1 cell noCPT = ?
